From PubChem BioAssay
TcdB GH inh = inhibitors of Clostridioides difficile toxin B glycohydrolase | inhibition, % at 9.99 µM | P18177 | TcdB glycohydrolase enzymatic assay, plate reader | hit rate 0.24% among 350,000; in the data active = inhibition above about 10%
* marks the source's active call; other numbers are inactive results; & = joins results of further samples.

The first five compounds, ahead of the listing:
no.	SMILES	TcdB GH inh
1	C[C@@H]1CN([C@@H](C)CO)C(=O)c2cccc(NC(=O)c3ccc(-c4nccs4)cc3)c2O[C@@H]1CN(C)Cc1ccc(C(F)(F)F)cc1	0.2
2	C[C@H](CO)N1C[C@H](C)[C@@H](CN(C)C(=O)Nc2ccc(F)cc2)Oc2ccc(NC(=O)CCN3CCOCC3)cc2CC1=O	-16
3	COc1ccccc1-c1ccc2c(c1)O[C@@H](CN(C)S(=O)(=O)c1ccccc1)[C@H](C)CN([C@H](C)CO)S2(=O)=O	-0.1
4	O=C(Nc1ccccc1Cl)N1C[C@@H]2[C@H](c3ccccc31)[C@@H](CO)N2Cc1ccncc1	0.2
5	O=C(NCc1ccccc1F)[C@H]1[C@H](CO)[C@H]2Cn3c(cccc3=O)[C@H]2N1CC1CCCC1	-0.9

The listing, from the start:
no.	SMILES	TcdB GH inh
1	C[C@@H]1CN([C@@H](C)CO)C(=O)c2cccc(NC(=O)c3ccc(-c4nccs4)cc3)c2O[C@@H]1CN(C)Cc1ccc(C(F)(F)F)cc1	0.2
2	C[C@H](CO)N1C[C@H](C)[C@@H](CN(C)C(=O)Nc2ccc(F)cc2)Oc2ccc(NC(=O)CCN3CCOCC3)cc2CC1=O	-16
3	COc1ccccc1-c1ccc2c(c1)O[C@@H](CN(C)S(=O)(=O)c1ccccc1)[C@H](C)CN([C@H](C)CO)S2(=O)=O	-0.1
4	O=C(Nc1ccccc1Cl)N1C[C@@H]2[C@H](c3ccccc31)[C@@H](CO)N2Cc1ccncc1	0.2
5	O=C(NCc1ccccc1F)[C@H]1[C@H](CO)[C@H]2Cn3c(cccc3=O)[C@H]2N1CC1CCCC1	-0.9
6	C[C@H](CO)N1C[C@H](C)[C@H](CN(C)S(C)(=O)=O)Oc2ncc(C#Cc3ccc(C(F)(F)F)cc3)cc2C1=O	2.5
7	COC(=O)c1c2oc(c1C(=O)OC)C(=O)N[C@@H](Cc1ccccc1)Cn1cc(nn1)[C@@H](Cc1ccccc1)NC(=O)N[C@@H](CO)CC2	-1.7
8	CCCNC(=O)N1C[C@H](O)COC[C@H]2O[C@@H](CC(=O)NCCCN3CCOCC3)CC[C@@H]21	-1.3
9	C[C@@H]1CN([C@@H](C)CO)C(=O)c2cc(N(C)C)ccc2O[C@@H](C)CCCCO[C@@H]1CN(C)Cc1ccc(C(F)(F)F)cc1	-21
10	N#C[C@@H]1[C@@H](c2ccc(C#Cc3cccc(F)c3)cc2)[C@@H](CO)N1C(=O)C1CC1	1.2
11	CC(=O)N(C)C[C@H]1Oc2cc(-c3cccnc3)ccc2S(=O)(=O)N([C@H](C)CO)C[C@H]1C	-1.3
12	C[C@@H]1CN([C@H](C)CO)C(=O)c2cccc(NC(=O)c3cnccn3)c2O[C@H]1CN(C)C	-2.0
13	O=C(C[C@@H]1CC[C@H](NC(=O)CC2CC2)[C@H](CO)O1)NCC(F)(F)F	1.2
14	O=C(C1=C[C@H](C2CCCCC2)C[C@H](OCc2ccc(CO)cc2)O1)N1CCCC1	0.4
15	C[C@@H]1CCCCO[C@@H](CN(C)C(=O)Nc2cccc3ccccc23)[C@H](C)CN([C@@H](C)CO)C(=O)c2cc(NC(=O)CCCN(C)C)ccc2O1	0.5
16	O=C(C1CCC1)N1C[C@@H]2[C@H](c3ccccc31)[C@@H](CO)N2C(=O)c1ccccc1	0.1
17	C[C@@H]1CN([C@H](C)CO)C(=O)c2cc(NC(=O)Cc3ccccc3)ccc2O[C@@H]1CN(C)S(=O)(=O)c1ccc(F)cc1	0.8
18	CCCC#Cc1ccc([C@@H]2[C@@H](CO)N3C(=O)CN(C(=O)c4ccccc4)C[C@@H]23)cc1	0.6
19	C[C@H](CO)N1C[C@H](C)[C@@H](CN(C)S(=O)(=O)c2cn(C)cn2)Oc2ncc(C3=CCCCC3)cc2C1=O	-0.1
20	C[C@H](O)C#Cc1cnc2c(c1)C(=O)N([C@H](C)CO)C[C@H](C)[C@H](CN(C)C(=O)Cc1ccncc1)O2	-1.2
21	C[C@@H]1CN([C@H](C)CO)C(=O)Cc2cc(NC(=O)C3CCCCC3)ccc2O[C@H]1CN(C)Cc1ccc2c(c1)OCO2	0.5
22	O=C(C[C@H]1C[C@H]2c3cc(NC(=O)NC4CCCCC4)ccc3O[C@H]2[C@@H](CO)O1)NCc1ccccn1	-0.9
23	CO[C@@H]1CN(C)C(=O)c2cc(NC(=O)C3CC3)ccc2OC[C@H](C)N(Cc2cc(F)ccc2F)C[C@H]1C	-12
24	Cc1cc(C(=O)Nc2cccc3c2O[C@@H](CN(C)S(=O)(=O)c2ccc(F)cc2)[C@H](C)CN([C@H](C)CO)C3=O)n(C)n1	-0.2
25	C[C@@H]1CN([C@@H](C)CO)C(=O)c2cccc(NS(C)(=O)=O)c2O[C@H]1CN(C)Cc1ccc(-c2ccccc2)cc1	-0.9
26	C[C@H](CO)N1C[C@H](C)[C@H](CN(C)S(=O)(=O)c2cn(C)cn2)Oc2ncc(C#Cc3cccc(F)c3)cc2C1=O	0.9
27	COCC(=O)N1CC(=O)N2[C@H](CO)[C@@H](c3ccc(C#CC4CCCCC4)cc3)[C@@H]2C1	-0.2
28	C[C@H]1CN([C@@H](C)CO)S(=O)(=O)c2ccc(C#CC3CC3)cc2O[C@H]1CN(C)S(C)(=O)=O	-2.1
29	O=C(c1ccc2c(c1)OCO2)N1CC[C@@H]2[C@@H](CO)Nc3ccc(-c4ccc(F)cc4)cc3[C@@H]21	2.0
30	C[C@@H]1CN([C@@H](C)CO)C(=O)c2cccc(NC(=O)c3ccncc3)c2O[C@@H]1CN(C)C(=O)Nc1ccc(C(F)(F)F)cc1	-0.3

Of the compounds above, these contain two or more sulfur atoms:
no.	SMILES	TcdB GH inh
3	COc1ccccc1-c1ccc2c(c1)O[C@@H](CN(C)S(=O)(=O)c1ccccc1)[C@H](C)CN([C@H](C)CO)S2(=O)=O	-0.1
28	C[C@H]1CN([C@@H](C)CO)S(=O)(=O)c2ccc(C#CC3CC3)cc2O[C@H]1CN(C)S(C)(=O)=O	-2.1

Remaining list, next part
no.	SMILES	TcdB GH inh
31	Cc1noc(C)c1S(=O)(=O)N(C)C[C@@H]1Oc2ccc(NS(=O)(=O)c3ccc(Cl)cc3)cc2CC(=O)N([C@@H](C)CO)C[C@@H]1C	2.2
32	CC=Cc1ccc2n(c1=O)C[C@@H]1[C@@H](CO)[C@H](C(=O)N3CCCCC3)N(CC3CC3)[C@H]21 (mixture of isomers)	-0.6
33	Cc1noc(C)c1S(=O)(=O)Nc1ccc2c(c1)C(=O)N([C@H](C)CO)C[C@H](C)[C@@H](CN(C)S(=O)(=O)c1cccs1)O2	0.6
34	CNC(=O)C[C@H]1CC[C@H]2[C@@H](COc3ccc(NC(=O)Nc4ccccc4F)cc3C(=O)N2C)O1	0.7
35	C[C@H]1CN([C@@H](C)CO)C(=O)CCCn2nncc2CO[C@H]1CN(C)Cc1cccc(C(=O)O)c1	0.7
36	C[C@H]1CN([C@@H](C)CO)C(=O)c2cc(NS(=O)(=O)c3ccccc3)ccc2O[C@H]1CN(C)S(=O)(=O)c1cccs1	0.2
37	C[C@H](CO)N1C[C@H](C)[C@H](CN(C)S(C)(=O)=O)Oc2ncc(-c3ccc(F)cc3)cc2C1=O	1.7&2.5
38	C[C@@H]1CN([C@H](C)CO)C(=O)c2cc(NC(=O)Nc3ccc4c(c3)OCO4)ccc2O[C@@H](C)CCCCO[C@H]1CN(C)C(=O)c1ccccc1	1.4
39	CCCNC(=O)[C@H]1[C@H](CO)[C@H]2Cn3c(cccc3=O)[C@@H]1N2C(=O)NCCC	-0.2
40	C[C@@H]1CN([C@@H](C)CO)C(=O)c2cc(/C=C/c3ccccc3)cnc2O[C@@H]1CN(C)C(=O)c1ccccc1	1.2
41	CN(C)C(=O)C[C@@H]1C=C[C@@H](NC(=O)Nc2cccc(F)c2)[C@@H](CO)O1	0.5
42	COc1cccc(NC(=O)C[C@@H]2CC[C@H]3[C@@H](COc4ccc(NC(C)=O)cc4C(=O)N3C)O2)c1	-0.3
43	O=C(N[C@@H]1CC[C@H](CCn2cc(C3(O)CCCC3)nn2)O[C@H]1CO)C1CCCCC1	-0.6
44	O=C(C[C@H]1CC[C@@H]2[C@H](COC[C@@H](O)CN2Cc2cc(F)ccc2F)O1)N1CCc2ccccc2C1	0.3
45	CN(C)CC#Cc1ccc([C@@H]2[C@H](CO)N3C(=O)CN(C(=O)c4ccc(F)cc4)C[C@@H]23)cc1	2.2
46	CN(C)C(=O)c1ccc(-c2ccc([C@H]3[C@@H](CO)N4CCCCN(CCC(F)(F)F)C[C@@H]34)cc2)cc1	-0.2
47	C[C@@H]1CN([C@H](C)CO)C(=O)c2cc(NC(=O)CCCN(C)C)ccc2O[C@H]1CN(C)S(=O)(=O)c1ccc(Cl)cc1	-1.9
48	Cc1ccc(S(=O)(=O)N(C)C[C@@H]2OCCCC[C@@H](C)Oc3ccc(NC(=O)Nc4ccc(C(F)(F)F)cc4)cc3C(=O)N([C@H](C)CO)C[C@H]2C)cc1	-1.1
49	C[C@H](O)C#Cc1ccc2c(c1)O[C@H](CN(C)C(=O)C1CC1)[C@H](C)CN([C@@H](C)CO)S2(=O)=O	0.5
50	COc1ccccc1C#Cc1cnc2c(c1)C(=O)N([C@@H](C)CO)C[C@H](C)[C@@H](CN(C)C(=O)c1ccc3c(c1)OCO3)O2	-0.9
51	CO[C@@H]1CN(C)C(=O)c2cc(NC(C)=O)ccc2OC[C@H](C)N(C(=O)c2ccccn2)C[C@H]1C	1.4
52	C[C@@H]1CCCCO[C@H](CN(C)C(=O)Nc2ccc3c(c2)OCO3)[C@@H](C)CN([C@@H](C)CO)C(=O)c2cc(NC(=O)CCCN(C)C)ccc2O1	2.9
53	C[C@H](CO)N1C[C@H](C)[C@H](CN(C)Cc2ccc3c(c2)OCO3)OCCCC[C@H](C)Oc2ccc(NC(=O)Nc3ccc(C(F)(F)F)cc3)cc2C1=O	0.6
54	C[C@H]1CN([C@@H](C)CO)C(=O)c2cc(/C=C/c3ccccc3)cnc2O[C@H]1CN(C)Cc1ccccc1F	-2.7
55	O=C(Cc1ccncc1)NCC[C@@H]1CC[C@@H](NC(=O)C2CCC2)[C@@H](CO)O1	-1.7
56	CCCN(C)C[C@H]1OCCCC[C@@H](C)Oc2ccc(NS(=O)(=O)c3cn(C)cn3)cc2C(=O)N([C@@H](C)CO)C[C@@H]1C	0.0
57	C[C@H]1CN([C@@H](C)CO)C(=O)Cc2cc(NS(=O)(=O)c3cccs3)ccc2O[C@H]1CN(C)C(=O)Nc1ccc2c(c1)OCO2	-2.2
58	O=C(NC1CCCCC1)N1CC2(C1)[C@@H](c1ccccc1)[C@@H](CO)N2CC1CC1	0.7
59	O=C(C[C@@H]1C[C@@H]2c3cc(NS(=O)(=O)c4ccc(F)cc4)ccc3O[C@@H]2[C@H](CO)O1)NCc1ccc(-c2ccccc2)cc1	-0.7
60	CO[C@H]1CN(C)C(=O)c2cc(NS(=O)(=O)CC(F)(F)F)ccc2OC[C@@H](C)N(Cc2cccnc2)C[C@H]1C	-0.4

no.	SMILES	TcdB GH inh
61	Cn1cc(C[C@@H](N)C(=O)O)c2ccccc21	-0.2
62	COc1ccc(C#Cc2ccc([C@@H]3[C@H]4CN(C(=O)c5ccncc5)CC(=O)N4[C@H]3CO)cc2)cc1	0.4
63	C[C@H]1CN([C@@H](C)CO)C(=O)c2cc(NS(=O)(=O)c3ccc(Cl)cc3)ccc2O[C@@H]1CN(C)Cc1ccc(-c2ccccc2)cc1	0.0
64	CNC[C@H]1Oc2c(NC(=O)C3CCCCC3)cccc2C(=O)N([C@@H](C)CO)C[C@@H]1C	-0.6
65	CCCN(C)C[C@H]1OCCCC[C@H](C)Oc2ccc(NC(=O)c3ccccc3)cc2C(=O)N([C@@H](C)CO)C[C@H]1C	-4.9
66	O=C(C[C@H]1C[C@@H]2c3cc(NS(=O)(=O)c4ccccc4)ccc3O[C@@H]2[C@@H](CO)O1)NCC(F)(F)F	0.3
67	CC(C)C#Cc1ccc2c(c1)O[C@@H](CN(C)C(=O)c1cnccn1)[C@@H](C)CN([C@H](C)CO)S2(=O)=O	-0.1
68	C[C@@H]1CN([C@@H](C)CO)C(=O)c2cc(NC(=O)Nc3ccccc3)ccc2O[C@@H]1CN(C)C(=O)Nc1ccccc1	-0.2
69	Cc1noc(C)c1S(=O)(=O)N(C)C[C@@H]1Oc2ccc(NC(=O)NC(C)C)cc2CC(=O)N([C@H](C)CO)C[C@@H]1C	-1.6
70	CCCNC(=O)Nc1ccc2c(c1)OC[C@H](C)N(C(=O)c1ccccc1F)C[C@H](C)[C@@H](OC)CN(C)C2=O	0.6
71	Cc1ccc(CN2CC(=O)N3[C@H](CO)[C@H](c4ccc(-c5ccccc5F)cc4)[C@@H]3C2)cc1	0.0
72	C[C@H](O)C#Cc1ccc2c(c1)O[C@@H](CN(C)Cc1ccc(-c3ccccc3)cc1)[C@H](C)CN([C@H](C)CO)S2(=O)=O	0.5
73	C[C@H](CO)N1C[C@H](C)[C@@H](CN(C)C(=O)Cc2ccccc2)OCCCC[C@H](C)Oc2ccc(NS(=O)(=O)c3ccccc3)cc2C1=O	0.4
74	COCC(=O)N(C[C@H]1[C@H](c2ccccc2)[C@H](CO)N1C(=O)NC(C)C)C(C)C	-0.2
75	CCCNC(=O)N1C[C@@H]2[C@H](c3ccccc31)[C@@H](CO)N2CC1CCCCC1	0.0
76	N#C[C@@H]1[C@@H](c2ccc(-c3cccc(F)c3)cc2)[C@@H](CO)N1C(=O)NC1CCCC1	-0.1
77	CC(C)NC(=O)Nc1cccc2c1O[C@@H](CN(C)S(=O)(=O)c1ccc(Cl)cc1)[C@@H](C)CN([C@H](C)CO)C2=O	-0.1
78	CN(C)C(=O)[C@H]1[C@H](CO)[C@H]2Cn3c(ccc(C4=CCCC4)c3=O)[C@@H]1N2CC1CCOCC1	-0.8
79	C[C@H]1CN([C@@H](C)CO)C(=O)c2cc(-c3cccc(F)c3)cnc2O[C@H]1CN(C)S(=O)(=O)c1cccc(F)c1	0.3
80	C[C@H]1CN([C@@H](C)CO)C(=O)c2cc(N(C)C)ccc2O[C@H]1CN(C)S(=O)(=O)c1ccc(Cl)cc1	-5.3
81	CCCNC(=O)N[C@@H]1CC[C@@H](CCn2cc(-c3cccc(F)c3)nn2)O[C@H]1CO	0.6

An excerpt (hit frequency here may not be typical).
